OX1R antag-1 – antagonists of human orexin 1 receptor | 330,000 compounds, 0.43% hits | inhibition, % at 5 µM | O43613 | CHO/OX1R cells, Fluo-8 calcium fluorescence, orexin A | AID 434989;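 active = inhibition above its plate's threshold, mean inhibition of all tested compounds on the plate plus 3 SD, cut at about 37% in these data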;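 note: 0% = orexin A challenge wells and 100% = SB-334867-A antagonist wells; not every result past the cut was called active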
Target sequence (O43613 whole entry, looked up): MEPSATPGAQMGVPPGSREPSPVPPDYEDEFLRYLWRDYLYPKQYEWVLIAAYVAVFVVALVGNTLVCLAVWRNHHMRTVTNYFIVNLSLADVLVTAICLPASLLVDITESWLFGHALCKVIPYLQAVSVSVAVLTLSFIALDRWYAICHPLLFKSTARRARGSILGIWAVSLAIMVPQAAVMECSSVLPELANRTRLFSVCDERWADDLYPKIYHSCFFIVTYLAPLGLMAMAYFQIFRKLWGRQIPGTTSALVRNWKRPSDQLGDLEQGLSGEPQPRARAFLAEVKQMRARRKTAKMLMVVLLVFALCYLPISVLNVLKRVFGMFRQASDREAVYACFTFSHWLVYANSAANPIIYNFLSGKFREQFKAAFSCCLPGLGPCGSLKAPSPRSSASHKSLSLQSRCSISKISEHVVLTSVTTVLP
OX1R antag-2 – blocks the human orexin 1 receptor; O43613; OX1R-expressing cells, FRET antagonist read-out; inhibition, % at 6.6 µM; 330,000 compounds, 1.8% hits; AID 485270; in the data active = inhibition mostly above about 38%, no sharp cut-off; inactive = mostly below about 40%;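 note: 0% = agonist challenge alone and 100% = reference antagonist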
The depositor's hits bear a star; & = joins results of further samples.

SMILES | OX1R antag-1 | OX1R antag-2
O=C(Cn1ccc([N+](=O)[O-])n1)Nc1nccs1 | -1 | 2
COCCCNC(=O)c1cn(CC(C)C)c(=O)c2c1c1ccccc1n2C | -11 | 7
COc1ccccc1CCCNC(=O)C1CCC(=O)N(Cc2ccccc2F)C1 (configuration not stated) | 1 | -2
COc1cc(CCC(=O)OCC(=O)N2CC(=O)Nc3ccccc32)cc(OC)c1OC | -11 | 7
CCN(C(=O)CN1C(=O)S/C(=C\C=C\c2ccccc2)C1=O)C1CCS(=O)(=O)C1 (configuration not stated) | 8 | 14
NC(=O)c1ccccc1NS(=O)(=O)c1ccc(S(=O)(=O)N2CCCC2)cc1 | -1 | 5
CCN(CC)c1ccc(N)cc1S(=O)(=O)Nc1ccc(OC)cc1 | -24 | 5
CN(c1ccc(OCCOc2ccccc2Cl)cc1)S(=O)(=O)c1ccccc1 | 14 | 4
CC(=O)c1cccc(NC(=O)C2C(c3ccccc3)C2(Cl)Cl)c1 (configuration not stated) | -10 | 19
O=C(Nc1cccnc1Cl)c1cc(-c2cccc(O)c2)on1 | -10 | 2
CCOC(=O)c1cc(=O)[nH]c2ccccc12 | -18 | 19
CCN(C[C@H]1N[C@@](C)(C(=O)OC)[C@H]2C(=O)N(C)C(=O)[C@@H]12)S(=O)(=O)c1ccc(OC)cc1 | 1 | -3
COc1cc(/C=N/Nc2nncn2N)ccc1OCc1c(C)no[n+]1[O-] | -22 | 89*
O=C(Nc1c(S(=O)(=O)c2ccccc2)csc1Br)c1ccccc1Cl | -11 | 17
COc1ccc(Cl)cc1Nc1nc(C)cc(C)c1C(N)=O | 0 | 15
O=C(NCCc1ccccc1)C(=O)NCC1(c2ccccc2)CCCC1 | -14 | 5
CC(C)=NNc1nc2c(c(=O)[nH]c(=O)n2C)n1CCCc1ccccc1 | -33 | 6
CC(C)OCCCNC(=O)[C@H]1N2C(=O)c3ccccc3C2SC1(C)C (some centres not stated) | -33 | 18
Cc1cc(C)cc(CC2CC(=O)N(c3cc(C)on3)C2=O)c1 (configuration not stated) | -7 | 5
O=C(c1ccc(N2C(=O)C3CC=C(Cl)CC3C2=O)cc1)N1CCOCC1 (configuration not stated) | -14 | 8
Cn1cccc1-c1cc(C(=O)N/N=C/c2ccc([N+](=O)[O-])cc2)[nH]n1 | -12 | 26
Cc1ccc(S(=O)(=O)NCCC(=O)N2CCN(Cc3ccccc3)CC2)cc1 | -20 | -3
COCc1cc(C)nc(N2CCN(c3ccccc3)CC2)c1C#N | -25 | 10
CCN(C[C@H]1N[C@@](Cc2ccccc2)(C(=O)OC)[C@H]2C(=O)N(C)C(=O)[C@@H]12)C(=O)C1CCCCC1 | -11 | 13
O=C(/C=C/c1cccs1)NC1CCS(=O)(=O)C1 (configuration not stated) | -20 | 8

A draw from above in order of SMILES length, falling.
SMILES | OX1R antag-1 | OX1R antag-2
COc1cc(CCC(=O)OCC(=O)N2CC(=O)Nc3ccccc32)cc(OC)c1OC | -11 | 7
O=C(c1ccc(N2C(=O)C3CC=C(Cl)CC3C2=O)cc1)N1CCOCC1 (configuration not stated) | -14 | 8
CC(C)OCCCNC(=O)[C@H]1N2C(=O)c3ccccc3C2SC1(C)C (some centres not stated) | -33 | 18
COCCCNC(=O)c1cn(CC(C)C)c(=O)c2c1c1ccccc1n2C | -11 | 7
CCOC(=O)c1cc(=O)[nH]c2ccccc12 | -18 | 19

Other structures follow:
SMILES | OX1R antag-1 | OX1R antag-2
O=C(COc1ccc(-c2nnco2)cc1)Nc1c(Cl)cccc1C(F)(F)F | -10 | 5
O=c1[nH]c(/C=C\c2cccs2)nc(O)c1[N+](=O)[O-] | -1 | 65*
COc1ccc(S(=O)(=O)N(CC(=O)NCc2ccccn2)Cc2ccccc2)cc1 | -8 | 0
N=c1n(CC(=O)c2ccc(Br)s2)c2ccccc2n1Cc1ccccc1 | 25 | 7
O=C(Nc1ccc(SC(F)(F)F)cc1)c1ccccn1 | -11 | 11
COc1ccc(NC(=O)[C@@H]2CC=C[C@@H]3CCN(Cc4ccc(Cl)c(Cl)c4)C(=O)[C@@H]32)cc1 | 10 | 48
CC(C)CN1CCC(CNC(=O)CCc2nnc(Cc3c[nH]c4ccccc34)o2)CC1 | -8 | -2
O=C(Nc1cnn(Cc2ccc(Cl)cc2)c1)C1CCCC1 | -12 | 20
O=C(NCc1ccc(N2CCCC2=O)cc1)Nc1cccc2ccccc12 | -22 | 38
CC(=O)c1c(C)[nH]c(C(=O)OCc2c(F)cccc2Cl)c1C | -29 | 14
O=C(CO/N=C/c1cccc([N+](=O)[O-])c1)Nc1ccc2ccccc2c1 | 3 | 29
O=C(NCc1ccc(C(F)(F)F)cc1)C1CC(c2ccc(C(F)(F)F)cc2)=NO1 (configuration not stated) | -12 | 24
S=C(NCc1ccc(Cl)cc1)Nc1ccncc1 | 15 | 26
Cc1n[nH]c(C)c1CCNC(=O)C1CCC(=O)N(CCc2cccc(F)c2)C1 (configuration not stated) | -15 | 19
C=CCn1c(=O)c2ccccc2n2c(Sc3nnnn3-c3ccccc3)nnc12 | -23 | 15
C[C@@H]1CN([C@H](C)CO)C(=O)c2cc(NC(=O)C3CCCCC3)ccc2O[C@@H]1CN(C)Cc1ccc(C(F)(F)F)cc1 | -21 | 7
O=C(NCCN1CCOCC1)c1ccccc1N1C(=O)[C@@H]2Cc3c([nH]c4ccccc34)C(c3ccccc3)N2C1=O (some centres not stated) | -22 | 1
O=C(O)CN(Cc1ccccc1)S(=O)(=O)c1ccc2c(c1)OCCO2 | 39 | 33
COc1ccc(NC(=O)c2ccc3[nH]c(=O)c(=O)[nH]c3c2)c(OC)c1 | -7 | 21
Cc1cc(C)n(CC(=O)Nc2cccc(C(F)(F)F)c2)n1 | -4 | 15
COCCCNS(=O)(=O)c1cccc(S(=O)(=O)c2cccc(S(=O)(=O)NCCCOC)c2)c1 | -16 | 8
COc1cc(CCC(=O)NCc2ccc(S(N)(=O)=O)cc2)cc(OC)c1OC | -7 | 3
COc1ccc2[nH]c3c(=O)n(N)c(C)nc3c2c1 | 2 | 7
COc1ccc(C(CC(=O)O)NC(=O)Cc2ccccc2)cc1OC (configuration not stated) | -8 | 0
CC(=O)c1ccc(C(=O)N2CCCC(Nc3ccccc3)C2)s1 (configuration not stated) | -19 | 17

Rewritten as labelled records: part of the list above
Cc1n[nH]c(C)c1CCNC(=O)C1CCC(=O)N(CCc2cccc(F)c2)C1 (configuration not stated)
  OX1R antag-1 = -15 | OX1R antag-2 = 19
C=CCn1c(=O)c2ccccc2n2c(Sc3nnnn3-c3ccccc3)nnc12
  OX1R antag-1 = -23 | OX1R antag-2 = 15
C[C@@H]1CN([C@H](C)CO)C(=O)c2cc(NC(=O)C3CCCCC3)ccc2O[C@@H]1CN(C)Cc1ccc(C(F)(F)F)cc1
  OX1R antag-1 = -21 | OX1R antag-2 = 7
O=C(NCCN1CCOCC1)c1ccccc1N1C(=O)[C@@H]2Cc3c([nH]c4ccccc34)C(c3ccccc3)N2C1=O (some centres not stated)
  OX1R antag-1 = -22 | OX1R antag-2 = 1

Going on with the list.
SMILES | OX1R antag-1 | OX1R antag-2
Cc1cccc(C2=NN(c3ccccc3)[C@H](CO)[C@H]2c2ccc(Cl)cc2)c1 | -26 | 5
Cc1cc(OCCn2cnc3ccccc3c2=O)cc(C(C)C)c1 | -32 | 1
O=C(COC(=O)c1cncc(Br)c1)NCc1ccco1 | 4 | 13
O=c1cc(-c2ccccc2)oc2cc(O)cc(O)c12 | -15 | 13
Nn1c(SCC(=O)Nc2ccc3c(c2)OCO3)nnc1-c1cccc(Cl)c1 | 10 | 14
CCN(CC)C(C)C(=O)NCC1(c2ccccc2)CCOCC1 (configuration not stated) | -11 | 4
C=CCOc1ccccc1C1NC(=O)NC(C)=C1C(=O)NCc1ccccc1 (configuration not stated) | 2 | 4
N#Cc1cccc(C#N)c1Oc1ccc(N)cc1 | -18 | 4
CC(=O)Nc1c(F)c(F)c(F)c(F)c1F | -23 | 20
CCC(C)c1ccccc1NC(=O)C1CCCO1 (configuration not stated) | -4 | 10
O=C(/C=C/c1ccc([N+](=O)[O-])cc1)Nc1cccc(S(=O)(=O)NC2=NCCCCC2)c1 | -26 | 11
Cc1c(C)[n+](=O)c2c(n1[O-])CCCCC2 | -5 | 9
COC(=O)C1CCN(C(=O)NC2CC(=O)N(c3ccc4c(c3)OCCO4)C2)CC1 (configuration not stated) | -1 | 14
CC(=O)N1CCN(c2ccc(NC(=O)c3ccc([N+](=O)[O-])o3)cc2Cl)CC1 | -11 | 37
O=C(NNC(=O)c1ccccc1C(F)(F)F)c1csc(N2CCOCC2)n1 | -22 | 35
CCN1CCN(c2ccc(S(=O)(=O)N3CCCCC3)cc2NC(=O)/C=C/c2ccc([N+](=O)[O-])cc2)CC1 | -25 | 22
CCN(CC)S(=O)(=O)c1ccc(C(=O)NCCc2cc3c(OC)ccc(OC)c3[nH]c2=O)cc1 | -44 | 6
COc1ccc(OC)c(S(=O)(=O)N2CCCC(C(=O)NCCN3CCOCC3)C2)c1 (configuration not stated) | -5 | 6
CCOC(=O)C1=C(C)NC(=S)NC1c1ccco1 (configuration not stated) | -28 | 13
COC(=O)c1sc(OC)cc1OCc1ccc(C)cc1 | -1 | 26
CC1(C)Cc2nc(-c3ccccc3)nc(SCC(=O)N3CCOCC3)c2CO1 | -23 | 7
Cc1cccc(NC(=S)NNC(=O)c2nn(C)cc2Cl)c1 | -8 | 5
CCOc1cc(C(=O)NC(C)CC)cc(OCC)c1OCC (configuration not stated) | -16 | 11
CCOc1ccc(NC(=O)CSc2nnnn2CC(=O)O)cc1 | -10 | 5
Cc1cccc(NC(=O)NCc2ccccn2)c1 | -19 | 15
Next part
SMILES | OX1R antag-1 | OX1R antag-2
COc1ccc2nc(C)cc(SCC(NC(C)=O)C(=O)OC(C)C)c2c1 (configuration not stated) | -26 | 9
COc1ccc([C@H]2CC(=O)C=C(c3cccc4c3sc3ccccc34)C2)cc1OC | 14 | 14
COc1cccc(-c2cc(-c3cccnc3)c(C#N)c(N)n2)c1 | -21 | 26
CC1CN(C(=O)CCC(=O)NCc2ccccc2)c2ccccc2O1 (configuration not stated) | -9 | 20
Cc1cccc(C(=O)N[C@H](C(=O)Nc2ccc(C)c(S(=O)(=O)N(C)C)c2)C(C)C)c1 | -37 | 20
c1ccc(Cn2ncc3c(N4CCN(C(c5ccccc5)c5ccccc5)CC4)ncnc32)cc1 | -29 | 17
CC1(C)CC(=O)c2c(nc3ccccc3c2N)C1 | -7 | 31
COc1ccc(C(=O)N/N=C/c2c(C)[nH]c(=O)[nH]c2=O)cc1 | -5 | 6
CCCSc1nc2c(c(=O)[nH]c(=O)n2C)n1C | -9 | 8
Cc1ccc(-n2cc(-c3ccc([N+](=O)[O-])cc3)[nH]c2=S)c(C)c1 | -8 | 22
CNCC[C@H](Oc1cccc2ccccc12)c1cccs1 | -10&-8 | 14&21
COc1cc(O)c(C(=O)O)c(CCc2ccccc2)c1 | -11 | 16
O=S(=O)(c1ccccc1)N(CC(O)Cn1c2ccccc2c2ccccc21)c1ccccc1 (configuration not stated) | -9 | 23
O=C(c1ccc(N2CCN(C(=O)c3ccccc3)CC2)cc1)c1cccc(F)c1 | -12 | -8
CSc1nc(C)c(CCO)c(=O)[nH]1 | -9 | 10
CC1CCN(C(=O)c2cccc(NC(=O)c3cccs3)c2)CC1 | -8 | 19
N=c1c2c(ncn1CCN1CCOCC1)Oc1cc(O)ccc1C2c1ccccc1 (configuration not stated) | -20 | 12
CC(C)(C)c1cc(P(=O)(c2ccccc2)c2ccccc2)ccc1O | -14 | 6
COc1cccc(N=C2NC(=O)/C(=C/c3cc([N+](=O)[O-])ccc3O)S2)c1 | 16 | -7
COCCn1cnc2cc(C)c(C)cc21 | -15 | 12
Clc1ccc(/C=N/Nc2ncnc3nc[nH]c23)cc1 | -3 | 22
CC(C)Cn1cnc2c(c(-c3ccccc3)c(-c3ccccc3)n2Cc2ccco2)c1=N | -18 | -2
CC(C)(C)SCCNC(=O)c1ccc(Cl)c([N+](=O)[O-])c1 | 1 | 32
CCCCSc1nc(C)cc(NC(=S)Nc2ccc(OC)cc2)n1 | -15 | 9
O=c1c(Cc2ccccc2O)c(O)nc2n1CCCS2 | -18 | 8
Next records:
SMILES | OX1R antag-1 | OX1R antag-2
Cc1ccc(NC(=O)NC(=O)N(c2ccccc2)S(C)(=O)=O)cc1 | -36 | 20
COc1ccc(CC(=O)Nc2ccc(S(=O)(=O)Nc3nc(C)cc(C)n3)cc2)cc1 | -6 | 9
O=C(Nc1ccc(N2CCCC(O)C2)cc1)c1snc2c(=O)[nH]cnc12 (configuration not stated) | -5 | 40*
Cc1cc(OCC(=O)NNC(=O)c2ccncc2)ccc1C(C)C | 1 | 9
Cc1cccc(Nc2ncnc(N)n2)c1 | -13 | 19
CNC(=O)c1ccsc1NC(=O)CCS(=O)(=O)c1ccc(F)cc1 | -9 | 9
Cc1ccc(SCC(=O)NN2C(=O)c3ccccc3C2=O)cc1 | -17 | 4
COc1cc(/C=N/NC(=O)CCC(=O)Nc2ccc(Br)cc2)ccc1O | -21 | -2
O=C(c1noc2c1CCCC2)N1CCN(Cc2ccccc2)CC1 | -8 | 3
C[C@H]1COC(=O)[C@@H](Cc2ccc(F)cc2)C/C=C\C[C@@H](CC(=O)NCCO)C(=O)N1 | -5 | 3
O=C(Nc1ccc(S(=O)(=O)N2CCN(c3ccccc3)CC2)cc1)c1cccs1 | -10 | 10
CCN(CC(=O)Nc1cc(Cl)ccc1C)C(=O)CCS(=O)(=O)c1ccc(C)cc1 | -34 | 20
CCn1c(C)cc(C(=O)CN2C(=O)c3ccccc3S2(=O)=O)c1C | -21 | -5
Cn1c(SCC(=O)Nc2ccccc2)nnc1-c1ccc2nonc2c1 | -13 | 34
CC(=O)C1=C(C)Nc2ncnn2C1c1cccc(Br)c1 (configuration not stated) | -27 | -3

Compound profiles (already shown). Order of values: OX1R antag-1 | OX1R antag-2
`O=C(Nc1ccc(S(=O)(=O)N2CCN(c3ccccc3)CC2)cc1)c1cccs1` as listed: -10 | 10
`O=C(Nc1ccc(N2CCCC(O)C2)cc1)c1snc2c(=O)[nH]cnc12` (configuration not stated) as listed: -5 | 40*
`Cc1cccc(Nc2ncnc(N)n2)c1` as listed: -13 | 19
